Rv3671c inh: Rv3671c (M. tuberculosis) protease inhibition | inhibition, % at 5.96 µM | actives 0.048% (n = 320,000); in the data active = inhibition above about 38%;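 note: extracellular domain of Rv3671c used as enzyme; 0% = enzyme with DMSO and 100% = no enzyme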
Target sequence (P9WHR9 whole entry, looked up, the tested form may be a part): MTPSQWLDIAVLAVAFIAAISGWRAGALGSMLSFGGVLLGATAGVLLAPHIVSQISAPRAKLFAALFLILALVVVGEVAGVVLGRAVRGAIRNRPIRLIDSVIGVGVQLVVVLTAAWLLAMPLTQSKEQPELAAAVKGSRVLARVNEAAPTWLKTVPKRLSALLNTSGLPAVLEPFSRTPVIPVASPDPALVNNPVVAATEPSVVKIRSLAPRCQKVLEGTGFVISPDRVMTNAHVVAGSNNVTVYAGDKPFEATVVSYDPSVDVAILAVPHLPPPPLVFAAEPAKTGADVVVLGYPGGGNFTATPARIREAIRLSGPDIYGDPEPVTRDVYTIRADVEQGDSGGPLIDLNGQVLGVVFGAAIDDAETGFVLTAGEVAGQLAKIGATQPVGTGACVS
MazF activator: MazEF (E. coli) toxin RNase activation. actives 0.32% (n = 350,000). activation, % at 20 µM. P0AE70. FAM/BHQ RNA-DNA oligo cleavage fluorescence, 5 h; in the data active = activation above about 50%
UGM FP inh: inhibitors of M. tuberculosis UDP-galactopyranose mutase; actives 0.06% (n = 320,000); P9WIQ1; inhibition, % at 10 µM; purified UGM, fluorescence polarization probe displacement; in the data active = inhibition above about 10%, passing the limit was not always enough
Target sequence (P9WIQ1 whole entry, looked up): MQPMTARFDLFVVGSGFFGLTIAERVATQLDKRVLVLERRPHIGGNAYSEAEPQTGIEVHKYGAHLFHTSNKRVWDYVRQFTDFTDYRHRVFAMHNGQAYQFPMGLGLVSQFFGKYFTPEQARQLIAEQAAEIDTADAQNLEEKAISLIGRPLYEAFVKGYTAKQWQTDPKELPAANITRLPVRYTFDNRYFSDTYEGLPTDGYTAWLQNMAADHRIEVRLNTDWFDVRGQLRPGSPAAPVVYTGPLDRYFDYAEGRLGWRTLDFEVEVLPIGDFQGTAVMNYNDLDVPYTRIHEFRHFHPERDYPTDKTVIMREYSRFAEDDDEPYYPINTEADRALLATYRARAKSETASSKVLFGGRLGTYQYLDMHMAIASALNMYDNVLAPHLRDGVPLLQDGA
Vc quorum ag: quorum light induction in luxS cqsA deficient V. cholerae. V. cholerae BH1578 lux reporter, luminescence, 6 h. activation, % at 18.7 µM. actives 0.16% (n = 350,000). AID 588436; in the data active = activation mostly above about 9.7%, no sharp cut-off; note: not every result past the cut was called active; inactives centre near 0; reference of the scale not given here
GDH-TPI inh: inhibits GDH-TPI coupling enzymes, artifact for Mtb FBA screen. actives 1.2% (n = 360,000). AID 588335. inhibition, % at 4.8 µM. GDH-TPI coupled enzyme counterscreen, NADH absorbance; in the data active = inhibition above about 30%;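 note: 0% = DMSO wells and 100% = wells lacking the enzyme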
SARS 3CLpro inh: SARS-CoV 3CLpro protease inhibition; P0C6X7; AID 1706; recombinant SARS-CoV 3CLpro, quenched FRET peptide cleavage; inhibition, % at 6 µM; actives 0.14% (n = 290,000); in the data active = inhibition above about 12%
SSB-PriA inh: K. pneumoniae PriA-SSBct interaction inhibition. inhibition, % at 33 µM. actives 0.6% (n = 430,000). AlphaScreen SSBct-PriA binding, biotinylated peptide; in the data active = inhibition mostly above about 37%, no sharp cut-off; inactive = mostly below about 20%;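 note: plate controls were negative control peptide for no effect and reference peptide for full effect; strong numbers were not always called active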
Mtb FBA inh: inhibits M. tuberculosis FBA enzyme; P9WQA3; actives 2.3% (n = 360,000); inhibition, % at 1 µM; purified M. tuberculosis FBA, fluorescence read-out; in the data active = inhibition above about 27%;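 note: 0% = vehicle and 100% = reference inhibitor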
BioA inh: BioA (M. tuberculosis) enzyme inhibition | purified M. tuberculosis BioA enzyme, plate reader | inhibition, % at 9.99 µM | actives 0.096% (n = 360,000) | AID 602481; in the data active = inhibition above about 40%
VHR inh abs: inhibitors of human VHR1 phosphatase (DUSP3); P51452; recombinant VHR phosphatase, pNPP absorbance; inhibition, % at 13.3 µM; actives 0.52% (n = 290,000); AID 1654; in the data active = inhibition above about 50%; note: some compounds called inactive have numbers as strong as hits
Target sequence (P51452 whole entry, looked up): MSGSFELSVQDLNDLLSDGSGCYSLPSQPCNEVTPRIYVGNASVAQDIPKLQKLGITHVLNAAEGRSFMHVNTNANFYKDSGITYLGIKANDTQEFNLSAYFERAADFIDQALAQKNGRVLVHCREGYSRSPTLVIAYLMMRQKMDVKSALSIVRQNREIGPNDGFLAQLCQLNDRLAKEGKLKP
An asterisk follows results filed as active; & = joins results of further samples. This is a subset; count on the stated rates, not on these rows.

For COc1ccc(NS(=O)(=O)c2ccc(S(=O)(=O)N(C)C)cc2)cc1S(N)(=O)=O the results were Rv3671c inh -2, MazF activator -6, UGM FP inh -0.5, Vc quorum ag -0.3, GDH-TPI inh 16, SARS 3CLpro inh -4, SSB-PriA inh -8, Mtb FBA inh 0 and VHR inh abs 17.
For COc1ccc2cc(CN(CCc3ccccc3)Cc3nnnn3CC3CCCO3)c(=O)[nH]c2c1 (centres undefined) the results were Rv3671c inh -4, MazF activator -4, UGM FP inh 2.6, Vc quorum ag -1.5, GDH-TPI inh 22, SARS 3CLpro inh 1, SSB-PriA inh -6, Mtb FBA inh 20, BioA inh 0.7 and VHR inh abs 11.
For CC(C)(C)NCCOCCOc1ccc(Cl)cc1C(C)(C)C the results were Rv3671c inh -3, MazF activator 0, UGM FP inh 2.6, Vc quorum ag -0.1, GDH-TPI inh 5, SARS 3CLpro inh -2, SSB-PriA inh -1, Mtb FBA inh 5 and VHR inh abs 18.
`Cc1cc(C)nc(NS(=O)(=O)c2ccc(NC(=O)c3cccc(N4C(=O)CCC4=O)c3)cc2)n1` gave Rv3671c inh -5, MazF activator -7, UGM FP inh -2.6, Vc quorum ag 0.6, GDH-TPI inh 6, SARS 3CLpro inh 2, SSB-PriA inh -12&-15&-5, Mtb FBA inh 0, BioA inh -0.6 and VHR inh abs 6.
CC(=O)Nc1sc2c(c1C(c1cccc(F)c1)N1CCN(CCO)CC1)CCCC2 (centres undefined) was read as Rv3671c inh 6, MazF activator 9, UGM FP inh 0.6, Vc quorum ag -0.4, GDH-TPI inh 0, SARS 3CLpro inh 3, SSB-PriA inh 3, Mtb FBA inh -1, BioA inh 0.5 and VHR inh abs 24.
COc1ccc(NC(=O)OCCn2c([N+](=O)[O-])cnc2C)cc1 was read as Rv3671c inh -4, MazF activator -1, UGM FP inh -1.9, Vc quorum ag -0.3, GDH-TPI inh -3, SARS 3CLpro inh 1, SSB-PriA inh -1, Mtb FBA inh 1 and VHR inh abs 7.
Screening COc1ccc(-c2nc3c4ccccc4ccn3c2CN2CCCCC2)cc1 returned Rv3671c inh 0, MazF activator 4, UGM FP inh 2.2, Vc quorum ag inactive, GDH-TPI inh -6, SARS 3CLpro inh 2, SSB-PriA inh 3, Mtb FBA inh 4 and VHR inh abs 38.
`CC(C)(C)c1csc(NC(=O)Cc2ccc(S(=O)(=O)N3CCOCC3)s2)n1` gave Rv3671c inh -6, MazF activator -5, Vc quorum ag -3.8, GDH-TPI inh 2, SSB-PriA inh -7 and Mtb FBA inh 0.
`Cc1nc2c(C)cccc2cc1C(=O)N/N=C/c1cccc([N+](=O)[O-])c1` gave Rv3671c inh -2, MazF activator 12, UGM FP inh -1.9, Vc quorum ag -0.6, GDH-TPI inh 11, SARS 3CLpro inh -1, Mtb FBA inh 1, BioA inh 1.7 and VHR inh abs 8.
COC(=O)Cc1nnc(SCC(=O)Nc2ccccc2)c2ccccc12 was read as Rv3671c inh 2, MazF activator 6, UGM FP inh -0.4, Vc quorum ag -1.2, GDH-TPI inh -3, SARS 3CLpro inh 1, SSB-PriA inh -3, Mtb FBA inh 1, BioA inh -0.5 and VHR inh abs -4.

Reprinted from the part before: 3 compounds; new compounds follow.
`CC(C)(C)c1csc(NC(=O)Cc2ccc(S(=O)(=O)N3CCOCC3)s2)n1` gave Rv3671c inh -6, MazF activator -5, Vc quorum ag -3.8, GDH-TPI inh 2, SSB-PriA inh -7 and Mtb FBA inh 0.
`Cc1nc2c(C)cccc2cc1C(=O)N/N=C/c1cccc([N+](=O)[O-])c1` gave Rv3671c inh -2, MazF activator 12, UGM FP inh -1.9, Vc quorum ag -0.6, GDH-TPI inh 11, SARS 3CLpro inh -1, Mtb FBA inh 1, BioA inh 1.7 and VHR inh abs 8.
COC(=O)Cc1nnc(SCC(=O)Nc2ccccc2)c2ccccc12 was read as Rv3671c inh 2, MazF activator 6, UGM FP inh -0.4, Vc quorum ag -1.2, GDH-TPI inh -3, SARS 3CLpro inh 1, SSB-PriA inh -3, Mtb FBA inh 1, BioA inh -0.5 and VHR inh abs -4.
For COc1ccc(C)cc1-n1nnnc1SCn1nnc2ccccc2c1=O the results were Rv3671c inh 7, MazF activator 1, UGM FP inh -0.7, Vc quorum ag inactive, GDH-TPI inh 6, SARS 3CLpro inh 4, SSB-PriA inh -5, Mtb FBA inh -4, BioA inh 1.9 and VHR inh abs 15.
COc1ccc(CN2C(=NC(=O)COc3ccccc3)SC3CS(=O)(=O)CC32)cc1 (centres undefined) was read as Rv3671c inh -3, MazF activator -13, UGM FP inh 0.1, Vc quorum ag inactive, GDH-TPI inh 9, SARS 3CLpro inh 0, SSB-PriA inh -6, Mtb FBA inh -1, BioA inh -0.7 and VHR inh abs -9.
COc1ccc(C)cc1NC(=S)NNC(=O)c1c(Br)cnn1C was read as Rv3671c inh 2, MazF activator 4, UGM FP inh 2.2, Vc quorum ag 0.0, GDH-TPI inh 1, SARS 3CLpro inh 1, SSB-PriA inh 0, Mtb FBA inh 0 and VHR inh abs 19.
`COc1ccc(Nc2nc(N3CCCCC3)nc3ccccc23)c(OC)c1` gave Rv3671c inh 9, MazF activator 5, UGM FP inh -0.3, Vc quorum ag -0.1, GDH-TPI inh 13, SARS 3CLpro inh 0, SSB-PriA inh 2, Mtb FBA inh 3, BioA inh 1.0 and VHR inh abs 0.
CCOC(=O)/C(N=Nc1cc(C(=O)O)cc(C(=O)O)c1)=C(\O)CCl was read as Rv3671c inh 1, MazF activator 1, UGM FP inh -0.8, Vc quorum ag -0.4, GDH-TPI inh 15, SARS 3CLpro inh 4, Mtb FBA inh 1 and VHR inh abs -2.
Screening Cc1cccc(N2CC(C(=O)Nc3nnc(SCc4ccccn4)s3)CC2=O)c1 (centres undefined) returned Rv3671c inh -3, MazF activator -15, UGM FP inh 8.7, Vc quorum ag inactive, GDH-TPI inh 3, SARS 3CLpro inh 4, SSB-PriA inh 7, Mtb FBA inh -2, BioA inh 0.9 and VHR inh abs 24.
CCN(CC)C(=O)c1[nH]cnc1C(=O)Nc1cccc(C)c1 was read as Rv3671c inh -2, MazF activator 3, UGM FP inh 0.5, Vc quorum ag 1.3, GDH-TPI inh 4, SSB-PriA inh 3, Mtb FBA inh -3 and BioA inh -0.9.
`CCCCOC(=O)C1=C(C)NC(=O)NC1c1cccc([N+](=O)[O-])c1` (centres undefined) gave Rv3671c inh -2, MazF activator 7, UGM FP inh -1.2, Vc quorum ag -2.3, GDH-TPI inh -3, SARS 3CLpro inh 1, SSB-PriA inh 3, Mtb FBA inh 0, BioA inh 0.3 and VHR inh abs -9.
`CCCCn1c(=O)nc2n(-c3ccc(OC)cc3)c3ccccc3cc-2c1=O` gave Rv3671c inh -3, MazF activator 9, UGM FP inh 0.9, Vc quorum ag -0.6, GDH-TPI inh -1, SARS 3CLpro inh 2, SSB-PriA inh -11, Mtb FBA inh 0, BioA inh -2.5 and VHR inh abs 12.
`N#CCCn1cc(C(=O)N2CCOCC2)c(-c2ccc3c(c2)OCCO3)n1` gave Rv3671c inh 3, MazF activator 3, UGM FP inh 1.2, Vc quorum ag -0.2, GDH-TPI inh -7, SARS 3CLpro inh 3, SSB-PriA inh -7, Mtb FBA inh 2, BioA inh 0.0 and VHR inh abs 32.
CN(CCCC(=O)NC1CC(C)(C)NC(C)(C)C1)S(=O)(=O)c1ccc([N+](=O)[O-])cc1 was read as Rv3671c inh -2, MazF activator 11, UGM FP inh 0.3, Vc quorum ag -0.6, GDH-TPI inh 1, SARS 3CLpro inh -1, SSB-PriA inh -11, Mtb FBA inh 0 and VHR inh abs 19.
Cc1cccc(C(=O)Nc2nsc(N)n2)c1 was read as Rv3671c inh 6, MazF activator 3, UGM FP inh -0.2, Vc quorum ag -2.8, GDH-TPI inh 2, SSB-PriA inh -15, Mtb FBA inh 2 and BioA inh -0.1.
Screening COc1ccc2c(c1)C(=NNc1ccc(C(=O)O)cc1)c1cc(OC)ccc1-2 returned Rv3671c inh 3, MazF activator 20, UGM FP inh -0.5, Vc quorum ag inactive, GDH-TPI inh 3, SARS 3CLpro inh -1, SSB-PriA inh 5, Mtb FBA inh -5, BioA inh 0.4 and VHR inh abs -4.
Screening COC(=O)c1sccc1NC(=O)c1ccnn1C returned Rv3671c inh 3, MazF activator -17, UGM FP inh 1.3, Vc quorum ag inactive, GDH-TPI inh 15, SARS 3CLpro inh -5, SSB-PriA inh -23, Mtb FBA inh 2, BioA inh 9.4 and VHR inh abs 0.
Screening COC(=O)c1cc(-c2cccs2)[nH]n1 returned Rv3671c inh 1, MazF activator -1, UGM FP inh 1.4, Vc quorum ag -0.1, GDH-TPI inh 5, SARS 3CLpro inh 4, SSB-PriA inh -4, Mtb FBA inh 2 and VHR inh abs 6.
Screening COc1ccc(-c2cccc(C3CC=CC4C3C(=O)N(Cc3ccccc3)C4c3ccc(C(F)(F)F)cc3)c2)cc1 (centres undefined) returned Rv3671c inh -13, MazF activator -10, UGM FP inh 1.4, Vc quorum ag inactive, GDH-TPI inh 9, SSB-PriA inh 1, Mtb FBA inh 2, BioA inh -0.7 and VHR inh abs 19.
`O=C(Cc1cn2ccsc2n1)OCc1nc2ccccc2s1` gave Rv3671c inh 3, MazF activator 10, UGM FP inh 0.3, SARS 3CLpro inh -2, SSB-PriA inh -3 and VHR inh abs 0.
Cc1ccc(CN2CCCN(Cc3ccc(C)cc3)S2(=O)=O)cc1 was read as Rv3671c inh 3, MazF activator -8, UGM FP inh 1.2, Vc quorum ag -0.4, GDH-TPI inh -5, SARS 3CLpro inh 7, SSB-PriA inh 5, Mtb FBA inh -1, BioA inh 0.0 and VHR inh abs -28.
`Cc1ccc(NC(=O)c2cc(N3C(=O)C4CCCCC4C3=O)ccc2N2CCOCC2)cc1` (centres undefined) gave Rv3671c inh 0, MazF activator -3, UGM FP inh -0.4, Vc quorum ag -0.7, GDH-TPI inh 3, SARS 3CLpro inh 2, SSB-PriA inh 1, Mtb FBA inh 2 and VHR inh abs 30.
COc1ccccc1OCC(=O)NCCSCc1cccc(Cl)c1 was read as Rv3671c inh -3, MazF activator 3, UGM FP inh 1.9, Vc quorum ag -0.3, GDH-TPI inh 0, SARS 3CLpro inh 4, SSB-PriA inh -18, Mtb FBA inh -5 and VHR inh abs -1.
Screening Cc1ccc2cc(CN(Cc3cccs3)C(=O)c3ccco3)c3nnnn3c2c1C returned Rv3671c inh -2, UGM FP inh -3.1, SARS 3CLpro inh 0 and VHR inh abs -11.
`CCOC(=O)C1(C(=O)O)NC(=O)CC1c1ccccc1` (centres undefined) gave Rv3671c inh 1, MazF activator 2, UGM FP inh -3.2, Vc quorum ag -2.0, GDH-TPI inh 0, SARS 3CLpro inh 0, SSB-PriA inh 4, Mtb FBA inh 2, BioA inh -1.3 and VHR inh abs 16.
Screening COc1ccc(N2CCN(C(=S)NCCc3ccccc3)CC2)cc1 returned Rv3671c inh 0, MazF activator -3, UGM FP inh 0.9, Vc quorum ag -0.8, GDH-TPI inh 2, SARS 3CLpro inh 5, SSB-PriA inh -21, Mtb FBA inh 8 and BioA inh -3.9.
`COc1ccc(NC(=O)COC(=O)c2n[nH]c3ccccc23)c(OC)c1` gave Rv3671c inh -6, MazF activator 6, UGM FP inh -3.0, Vc quorum ag inactive, GDH-TPI inh 0, SSB-PriA inh 10, Mtb FBA inh -1 and BioA inh 0.9.
Screening C=CC[C@@H](CC(=O)N[C@H](CO)Cc1ccccc1)C(=O)N[C@H](COC(=O)[C@@H](CC=C)CC(=O)OC(C)(C)C)Cc1ccccc1 returned Rv3671c inh 0, MazF activator 1, UGM FP inh -2.0, Vc quorum ag inactive, GDH-TPI inh 10, SSB-PriA inh 0, Mtb FBA inh 2 and BioA inh -3.2.
Screening COc1ccc(NC(=O)CN(C)C(=O)c2cn(-c3ccccc3)nc2-c2ccc(OC)cc2)cc1 returned Rv3671c inh 2, MazF activator 1, UGM FP inh -2.5, Vc quorum ag -1.2, GDH-TPI inh 8, SSB-PriA inh -13, Mtb FBA inh 4 and BioA inh -0.2.

Screens from PubChem.
